PME-1 inh: PME-1 (human) inhibition; Q9Y570; recombinant PME-1, FP-Rh probe fluorescence polarization; actives 0.53% (n = 320,000); AID 2130; inhibition, % at 5.9 µM;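 active = inhibition above the campaign mean of all compounds plus 3 SD, cut at about 26% in these data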;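 note: competitive labeling of PME-1 active site by serine hydrolase directed probe; 0% = PME-1 with DMSO and 100% = wells lacking PME-1 enzyme; inhibitors block probe labeling so polarization falls and inhibition rises; many of its hits are not listed in these tables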
MCL1 BIM primary: MCL1-BIM-BH3 interaction inhibition (human); GST-MCL1 / FITC-Bim-BH3 fluorescence polarization; actives 0.68% (n = 320,000); inhibition, % at 10.9 µM;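 active = inhibition above the mean inhibition of all tested compounds plus 3 SD, set per campaign, cut at about 40% in these data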;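 note: 0% = DMSO wells and 100% = unlabeled Bim-BH3 peptide control; higher means more loss of mP so more displacement of Bim peptide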
Bcl-xL primary: Bcl-xL (human) inhibition | actives 0.7% (n = 320,000) | GST-Bcl-xL / FITC-Bim BH3 peptide fluorescence polarization | AID 2129 | inhibition, % at 10.9 µM | Q07817;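 active = inhibition above the mean of all tested compounds plus 3 SD, cutoff set per campaign, cut at about 30% in these data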;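 note: 0% = DMSO wells and 100% = unlabeled Bim-BH3 peptide competitor; inhibitors lower millipolarization by displacing the labeled peptide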
GLD-1 RNA inh: GLD-1-TGE RNA interaction inhibition (C. elegans). Q17339. purified GLD-1 + fluorescein TGE RNA, fluorescence polarization. inhibition, % at 5.96 µM. actives 0.44% (n = 320,000). AID 2280;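 active = percent inhibition above a per-plate cutoff, the plate mean of test compounds plus 3 SD, cut at about 30% in these data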;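 note: 0% = DMSO wells with GLD-1 and probe and 100% = wells lacking GLD-1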
AHR act: human AHR activation. AID 2796. P35869. activation, % at 5 µM. AHR-responsive luciferase reporter cells, luminescence. actives 2.5% (n = 320,000); in the data active = activation above about 47%;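 note: 0% = vehicle wells and 100% = reference agonist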
Target sequence (P35869 whole entry, looked up): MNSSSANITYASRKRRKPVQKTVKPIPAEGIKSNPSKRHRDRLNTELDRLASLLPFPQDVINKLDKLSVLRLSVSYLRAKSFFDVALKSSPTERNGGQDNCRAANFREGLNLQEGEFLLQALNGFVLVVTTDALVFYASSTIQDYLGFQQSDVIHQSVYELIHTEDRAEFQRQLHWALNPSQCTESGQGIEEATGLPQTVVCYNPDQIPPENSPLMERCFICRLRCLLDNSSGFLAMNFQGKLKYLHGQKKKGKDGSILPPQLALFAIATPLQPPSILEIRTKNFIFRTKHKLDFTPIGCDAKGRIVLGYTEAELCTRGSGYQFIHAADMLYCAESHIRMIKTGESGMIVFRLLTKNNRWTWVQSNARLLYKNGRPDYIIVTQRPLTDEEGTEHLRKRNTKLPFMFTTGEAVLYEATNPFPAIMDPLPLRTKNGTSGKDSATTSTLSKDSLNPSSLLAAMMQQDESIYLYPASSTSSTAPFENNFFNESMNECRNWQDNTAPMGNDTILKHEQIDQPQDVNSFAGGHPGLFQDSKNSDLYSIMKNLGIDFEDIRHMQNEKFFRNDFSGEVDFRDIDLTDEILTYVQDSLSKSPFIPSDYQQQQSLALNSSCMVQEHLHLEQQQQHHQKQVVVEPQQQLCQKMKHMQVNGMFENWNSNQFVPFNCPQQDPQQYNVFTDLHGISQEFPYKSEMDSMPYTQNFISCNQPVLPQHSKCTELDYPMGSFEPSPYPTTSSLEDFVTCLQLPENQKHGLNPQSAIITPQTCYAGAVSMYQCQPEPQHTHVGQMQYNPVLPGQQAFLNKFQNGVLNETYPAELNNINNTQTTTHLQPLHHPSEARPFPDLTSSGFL
MEX-5 binding: C. elegans MEX-5 TCR-2 RNA binding activity; activity score (negative = inhibition of binding), % at 10 µM; actives 0.38% (n = 300,000); MEX-5/FITC-TCR2 RNA binding, fluorescence polarization; stronger effect = lower value;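 active = inhibition past about -25% in most replicates, and total fluorescence under double the plate's negative control median, limit read from the data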;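 note: 0% = DMSO and -100% = 5 µM competing unlabeled TCR2 RNA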
pPAFAH inh: pPAFAH (human) enzyme inhibition | actives 1.5% (n = 330,000) | AID 463082 | Q13093 | recombinant pPAFAH, FP-rhodamine probe fluorescence polarization | inhibition, % at 3.39 µM;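 active = inhibition above the mean inhibition across the screen plus 3 SD, cut at about 25% in these data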;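 note: inhibitors block binding of the rhodamine activity-based probe so polarization drops; 0% = enzyme with DMSO and 100% = wells lacking pPAFAH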
Fam108B inh: blocks mouse Fam108B hydrolase in RBBP9 counter-screen; inhibition, % at 9.51 µM; recombinant Fam108B, FP-Rh probe fluorescence polarization; AID 1947; actives 0.33% (n = 300,000);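 active = inhibition above the screen mean inhibition plus 3 SD, computed separately per campaign, cut at about 18% in these data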;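 note: inhibitors lower polarization as less probe binds the enzyme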
PAFAH1B2 FP inh: blocks human PAF acetylhydrolase 1b catalytic subunit 2. P68402. recombinant PAFAH1B2, FP-rhodamine activity probe, fluorescence polarization. inhibition, % at 3.39 µM. actives 1.2% (n = 340,000);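 active = inhibition above the mean of all tested compounds plus 3 SD, cut at about 24% in these data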;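 note: 0% = enzyme with DMSO and 100% = wells lacking PAFAH1B2; many of its hits are not listed in these tables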
Target sequence (P68402 whole entry, looked up): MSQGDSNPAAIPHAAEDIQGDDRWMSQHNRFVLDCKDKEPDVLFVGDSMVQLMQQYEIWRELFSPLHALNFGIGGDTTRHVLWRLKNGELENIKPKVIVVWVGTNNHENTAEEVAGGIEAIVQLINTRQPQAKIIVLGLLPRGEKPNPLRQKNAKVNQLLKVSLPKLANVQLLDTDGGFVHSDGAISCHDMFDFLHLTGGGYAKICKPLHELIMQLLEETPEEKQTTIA
An asterisk follows results filed as active; / = not tested or not shown.

SMILES | PME-1 inh | MCL1 BIM primary | Bcl-xL primary | GLD-1 RNA inh | AHR act | MEX-5 binding | pPAFAH inh | Fam108B inh | PAFAH1B2 FP inh
O=C(Cc1c[nH]c2ccccc12)NCc1cccs1 | 5 | 0 | 5 | -2 | 17 | 3.4 | 1 | 2 | 1
Cc1ccccc1NS(=O)(=O)c1ccc(C)c(NS(C)(=O)=O)c1C | -1 | -12 | -6 | 5 | -2 | 2.0 | 0 | -2 | 5
CCC(=O)Nc1ccc(C(=O)N/N=C/c2cccnc2)cc1 | -1 | 1 | 0 | 7 | 1 | 1.8 | -4 | 1 | 3
Cc1ccc(Sc2c([N+](=O)[O-])c(C)nn2C)cc1 | 4 | 4 | 8 | 3 | -2 | -3.6 | 5 | 1 | -1
O=C(CSc1nc(-c2ccccc2)nc2ccc(F)cc12)Nc1cccc(C(=O)O)c1 | -14 | -2 | 5 | 3 | 15 | 1.6 | -2 | -6 | 3
Cc1ccc(S(=O)(=O)N2[C@@H](c3ccc(C(C)(C)C)cc3)C(C(=O)O)=CC[C@H]2c2ccc(C(C)C)cc2)cc1 | / | / | / | 4 | -2 | / | 11 | / | 83*
Cc1cc(C)nc(N2CCC(C(=O)NCc3ccccc3F)CC2)n1 | 1 | -9 | -7 | 1 | 1 | -0.6 | -5 | -6 | -1
COc1ccc(-n2nnnc2SCC(=O)Nc2ccccc2N2CCOCC2)cc1OC | 8 | 11 | 2 | 3 | 3 | 1.6 | 0 | 6 | 3
Cc1cc(C)c[n+](CC(=O)c2c(C)cc(C)c([N+](=O)[O-])c2C)c1 | 3 | 7 | 2 | -5 | 1 | 1.5 | 5 | 5 | 4
CCOc1cc(/C=N/N=C/c2ccc(O)c(OCC)c2)ccc1O | 16 | 2 | 6 | -3 | 3 | 0.5 | 6 | 4 | 3
O=C(NCCN1Cc2ccccc2C1=O)c1cccs1 | -1 | 1 | -1 | 2 | 3 | -3.1 | 7 | -1 | 1
COC(=O)C1(c2ccccc2)NC(c2ccc(O)cc2)C2C(=O)N(c3ccc4c(c3)OCO4)C(=O)C21 (stereo unspecified) | 2 | 6 | 0 | 1 | 2 | -0.8 | -3 | 1 | 2
O=C(CCN1C(=O)c2cccnc2C1=O)NC1CCCCCC1 | -1 | 7 | 1 | 4 | -1 | -0.7 | 2 | 3 | 0
Cc1cccc(C)c1NC(=O)Cn1c(=O)c(N2CCCCC2)c(N)n(C)c1=O | / | / | / | 1 | 0 | / | 6 | / | 7
O=C(Nc1ccccc1N1CCCC1)c1ccc([N+](=O)[O-])cc1Cl | -2 | -8 | 3 | -3 | 91* | -1.1 | 0 | -1 | -3
O=S(=O)(NN1CCOCC1)c1ccc(Br)cc1 | -2 | 10 | 2 | 1 | -1 | -1.0 | 3 | 3 | 4
O=C(NCCc1ccccc1)c1cccc2c1C(=O)N(C1CCCCC1)C2 | 2 | 5 | 0 | -3 | -2 | -1.4 | 5 | 5 | 4
Cn1nnc2cc(NC(=O)NCc3ccc4c(c3)OCO4)ccc21 | 3 | 1 | 0 | 0 | -1 | 1.4 | 5 | 0 | 5
O=C(COC(=O)c1cc(=O)c2ccccc2o1)Nc1ccc2ccccc2c1 | 2 | 1 | 3 | 6 | 14 | 2.7 | 3 | -2 | 6
COC(=O)c1ccc2c(=O)n(CCCCCC(=O)O)c(=O)[nH]c2c1 | 7 | -4 | 7 | 8 | -7 | -2.6 | 4 | 4 | 0
CC(C)C(NS(=O)(=O)c1ccc2c(c1)OCCO2)C(=O)NCCc1ccccn1 (stereo unspecified) | 3 | 1 | 3 | -8 | 3 | 0.3 | -2 | 1 | 0
CC1=CCC2C(=O)N(CCc3c[nH]c4ccccc34)C(=O)C2C1 (stereo unspecified) | 1 | -2 | 0 | 0 | 24 | 2.4 | 3 | -3 | 1
O=C(CN1CCN(c2ccccc2)CC1)Nc1ccccc1Cl | -2 | 0 | -1 | 10 | 1 | -1.5 | 1 | 1 | -1
O=C(CC1Sc2ncnn2C1=O)Nc1ccc(Cl)cc1 (stereo unspecified) | -1 | 6 | 8 | 2 | -1 | 1.4 | 10 | -5 | /
CCOC(=O)c1cnc(-n2nc(C)cc2C)nc1NC | 3 | 1 | -1 | -2 | 0 | 2.9 | 2 | 0 | -2

The list goes on:
SMILES | PME-1 inh | MCL1 BIM primary | Bcl-xL primary | GLD-1 RNA inh | AHR act | MEX-5 binding | pPAFAH inh | Fam108B inh | PAFAH1B2 FP inh
CCN=C1SC(CC(=O)NCCc2ccc(OC)c(OC)c2)C(=O)N1CC (stereo unspecified) | -2 | -2 | 5 | 5 | -1 | -0.8 | 1 | -2 | 1
Cc1c(CC(=O)N2CCC(C(=O)O)CC2)c(=O)oc2cc3c(cc12)CCC1(CCCCC1)O3 | 0 | 2 | 2 | 1 | 0 | -1.8 | 12 | -1 | 0
CCOCCCNC(=O)C(NC(=O)CNC(C)=O)c1ccc(Cl)cc1 (stereo unspecified) | -2 | 2 | 3 | 0 | 3 | -2.7 | -5 | -1 | 5
Cc1ccsc1CN1CCC(C(=O)NCc2ccccc2Cl)CC1 | -4 | -8 | 1 | -2 | 0 | -0.5 | 3 | 0 | 0
CNC(=O)c1c(Cl)cnn1-c1ccccc1 | -1 | -3 | -2 | -5 | 1 | -0.1 | 2 | -4 | /
O=C(O)CCCCCNC(=O)CSc1nnc(-c2ccco2)n1-c1ccccc1 | -2 | 8 | 1 | 4 | 2 | -6.6 | -4 | 2 | 4
Cc1ccc(S(=O)(=O)Nc2cccc(C(=O)N3CCCC3)c2)cc1F | -7 | 6 | 6 | -3 | 1 | 0.6 | 6 | 2 | 9
CCN(CC)c1nc(N)c2c(N)nc(OC)cc2c1C#N | 10 | 14 | 19 | 23 | 25 | 0.0 | -2 | 1 | 10
CCOCc1nnc(NC(=O)CSc2ccc(C)cc2)s1 | 4 | -1 | 1 | -6 | 1 | 1.8 | 3 | -4 | -28
Cc1cc(C)n(CC(O)COc2ccccc2C)n1 (stereo unspecified) | -3 | -2 | -3 | 7 | -5 | / | 0 | 6 | 0
CC(C)NC(=O)COC(=O)c1ccc(O)cc1 | -11 | -2 | 4 | -5 | 14 | 3.1 | -4 | -3 | 3
COc1ccc2[nH]c(=O)c(CN(c3ccc(C)c(C)c3)S(C)(=O)=O)cc2c1 | -4 | 1 | 4 | -4 | 2 | -0.1 | 1 | -3 | 8
CCCCCC(=O)Nc1ccc(C(=O)COC(=O)c2ccccn2)cc1 | -4 | -16 | -6 | -7 | 6 | 1.0 | 10 | 6 | -2
Cc1cc(C)nc(NS(=O)(=O)c2ccc(NC(=O)Nc3ccccc3)cc2)n1 | -3 | 4 | 8 | 6 | 1 | 1.3 | 6 | -1 | 0
COC(=O)CC1=NN(c2ccc(OC)cc2)C(=O)/C1=C\c1ccc(Cl)cc1 | 0 | 4 | 6 | 4 | 2 | -0.2 | 10 | 4 | 4
O=C(NCc1cccnc1)Nc1ccccc1F | 1 | 11 | 3 | 4 | 18 | 0.6 | 3 | -5 | 3
CS(=O)(=O)N(Cc1nc2sc3c(c2c(=O)[nH]1)CCCC3)C1CCCCC1 | 1 | 1 | 2 | -6 | 8 | -1.1 | 4 | 7 | /
O=C(CSc1nc2ccccc2[nH]1)Nc1ccccc1N1CCOCC1 | -26 | -2 | 1 | 0 | -2 | 0.0 | 4 | -2 | 0
O=C(CN1CCCC1)NC(c1ccccc1)c1ccccc1 | 3 | 7 | 10 | 4 | 0 | -1.2 | 3 | 1 | 5
CCCC(=O)OCCn1c(Br)nc2c1c(=O)[nH]c(=O)n2C | -14 | -4 | 0 | 2 | 5 | -2.2 | -10 | -1 | 1
O=S1(=O)C=C(Oc2ccc(F)cc2)c2ccccc21 | 4 | 0 | 2 | 6 | 6 | 0.9 | -9 | 2 | 2
COc1cc(C(=O)COC(=O)Cc2cnc3sccn23)cc(OC)c1OC | -4 | -2 | 1 | -2 | 9 | 2.5 | 3 | -2 | 0
Cc1ccc(NS(=O)(=O)c2cc(NC(=O)c3cc(=O)[nH]c(=O)[nH]3)ccc2Cl)c(C)c1 | -14 | 2 | 3 | 2 | 13 | 2.7 | -19 | -12 | -1
CC(=O)N1CC(C)Sc2ccc(S(=O)(=O)NCc3ccccc3Cl)cc21 (stereo unspecified) | 10 | -6 | 2 | 4 | 4 | 1.3 | 7 | 4 | 1
O=C(O)c1ccc(/C=N/N2CCN(C3c4ccccc4-c4ccccc43)CC2)cc1 | -7 | -1 | 2 | -2 | 0 | 0.4 | -2 | -2 | 2

Later entries:
SMILES | PME-1 inh | MCL1 BIM primary | Bcl-xL primary | GLD-1 RNA inh | AHR act | MEX-5 binding | pPAFAH inh | Fam108B inh | PAFAH1B2 FP inh
O=c1c2ccccc2nc(-c2ccoc2)n1CCc1ccccc1 | 1 | 4 | 6 | 4 | 125* | 3.4 | 4 | -4 | -4
COc1ccc(/C(C)=N/NC(=O)c2cc(-c3cccnc3)nc3ccccc23)cc1 | 0 | 8 | 1 | 2 | 14 | 2.8 | -7 | 0 | 1
O=C(NCc1ccc2c(c1)OCO2)c1cc(Cl)ccc1Cl | -1 | 5 | 1 | -2 | 9 | -2.4 | 4 | -1 | 6
CCCC1=Nc2cc(C(=O)NCCCN3CCN(C)CC3)ccc2Sc2ccccc21 | -6 | -1 | 2 | 9 | 0 | -1.6 | 34* | -4 | 3
COc1ccccc1NS(=O)(=O)c1cc(NC(=O)c2cc3ccccc3oc2=O)ccc1C | -7 | 13 | 9 | 3 | -4 | -1.8 | 8 | -12 | -7
CCN(CC)C(=O)CSc1nc(-c2ccccc2)ccc1C#N | -12 | 4 | -5 | 3 | 34 | 1.0 | -5 | -2 | 4
Cn1c(C=O)c(C#Cc2ccccc2)c2ccccc21 | -7 | -2 | 1 | 2 | 73* | / | 5 | / | 1
CC1CC(C)CN(C(=O)C2CC(=O)N(c3ccc4c(c3)OCCO4)C2)C1 (stereo unspecified) | -8 | -1 | -2 | -1 | 2 | / | -1 | / | 2
Cc1ccccc1NC(=O)NCCCN1CCCC1 | -3 | -3 | -5 | 9 | -1 | -0.8 | -3 | 1 | -2
O=C(NC(=S)Nc1ccc(NC(=O)c2ccccc2)cc1)c1ccc(F)cc1 | -25 | 9 | 2 | 2 | 3 | 0.8 | -1 | -5 | -4
Cc1noc(C)c1COC(=O)c1cc2c(C)nn(-c3ccc(F)cc3)c2s1 | -1 | 4 | 4 | 2 | 2 | -2.0 | 3 | 4 | 1
Cc1cc(C)n2cnnc2n1 | 0 | 7 | 0 | 3 | 0 | -5.6 | 6 | 0 | /
CC(/C=C/c1ccc2c(c1)OCO2)=N\NC(=O)C(O)c1ccccc1 (stereo unspecified) | 6 | -5 | -1 | -7 | 10 | 3.0 | 9 | 4 | 4
C=CCN1CC2CC3(COc4cc(C)cc(C)c4)C=CC2(O3)C1=O (stereo unspecified) | -4 | -1 | 1 | 0 | 3 | -1.5 | 2 | -2 | -1
S=C(c1nc2ccccc2[nH]1)N1CCOCC1 | 0 | 4 | 2 | -5 | 1 | -2.3 | 0 | 1 | -4
CC1(C(=O)OCC(=O)NCCNC(=O)COC(=O)C2(C)CC2(Cl)Cl)CC1(Cl)Cl (stereo unspecified) | 6 | 3 | 7 | -4 | 0 | -0.6 | 5 | 2 | 9
CCOC(=O)c1nc(N)sc1C(=O)OCC | 4 | -3 | 2 | -1 | 2 | 0.8 | 5 | 1 | 4
COc1ccc(C(=O)Nc2nc3cc4c(cc3s2)OCCO4)c(OC)c1 | -153 | -5 | 2 | 7 | -1 | -1.3 | -5 | 5 | 5

This is a subset (hit frequency here may not be typical).
